Source: PubChem BioAssay (several laboratories)
Salmonella PhoP GFP: PhoP-dependent GFP reporter repression – Salmonella Typhimurium, primary screen (AID 1863). S. Typhimurium PhoP-regulated promoter GFP reporter, 4 h; higher % means a stronger effect. one-dose inhibition, % at 50 µM; IC50 in µM for titrated hits. hit rate 0.16% among 300,000;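 active means inhibition over 29.93%, a cutoff 3 SD above the screen mean, later confirmed by dose response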;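 further: 0% = low Mg2+ inducing control and 100% = high Mg2+ repressing control; strong numbers were not always called active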
Rac1 GTP hydrolysis: MgcRacGAP GTPase-activating activity inhibitors, confirmation, biochemical, ADP Hunter fluorescence | AID 624330 | hit rate 0.6% among 340,000 | inhibition, % at 30 µM; hits with a dose series show IC50 in µM | MgcRacGAP-stimulated Rac1 GTP hydrolysis, ADP Hunter fluorescence; higher % means a stronger effect; GST-tagged Rac1 F28L mutant substrate;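 active means first-screen hits whose inhibition reached a set limit at any dose in the follow-up dose series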;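 further: fluorescence reports GDP produced by GAP-driven GTP hydrolysis; strong numbers were not always called active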
WT yeast gro inh: growth inhibition of WT yeast, mitochondrial fusion screen | mitochondrial fusion phenotypic screen, WT strain | inhibition, % at 10 µM | hit rate 2.1% among 190,000 | AID 1362; in the data active means inhibition above about 58%; tested in S. cerevisiae
RSV antiviral HEp-2: RSV antiviral activity via CPE protection, HEp-2 cells, primary 10 µM value included (AID 2391) | hit rate 0.13% among 310,000 | CPE inhibition, % at 10 µM, or IC50 in µM where a hit was titrated | HEp-2 cells, RSV-induced CPE inhibition; higher % means a stronger effect; in the data active means a potency from the dose series; further: strong numbers were not always called active
T cell HTS: modulates CD8 T cell binding to vesicles; AID 2052; 2C CD8+ T cell-vesicle binding, flow cytometry; hits give low values; calls only at 7 µM; hit rate 0.068% among 330,000;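 active means response, share of CD8 T cells binding vesicles, and their 90th percentile fluorescence all below set limits, cut at about 80% in these data, passing the limit was not always enough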
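Material: 2C TCR transgenic mouse naive CD8+ T cells, MACS-purified. Also added: QL9-charged Drosophila Ld/ICAM-1/B7-1 vesicles. Timing: binding 1.5 h at 37 °C. Measured by: high-throughput flow cytometry with anti-B7-1 and anti-CD8 staining. Read-out: percent CD8+ FL2 mean versus row control. Controls: Unloaded micro-vesicles (low), QL9 vesicles with 0.7% DMSO (high).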
Myeloid diff MLP: myeloid differentiation induction; ER-HoxA9 myeloid progenitors, lysozyme-GFP differentiation, flow cytometry; calls only at 10 µM; hit rate 1% among 360,000; AID 624256;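 active means normalized GFP-positive differentiation at or above the plate's own cutoff, the solvent-only control mean plus 3 SD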;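 further: cells exposed to compound for four days before flow analysis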
SV40 large T antigen: SV40 large T antigen inhibitors, biochemical (AID 1903); SV40 large T antigen ATPase/helicase inhibition assay; higher % means a stronger effect; inhibition, % at 20 µM; hits with a dose series show IC50 in µM; hit rate 0.39% among 310,000; in the data active means a potency from the dose series; further: strong numbers were not always called active
West Nile virus CPE: inhibition of WNV-induced cytopathic effect – cell-based, CPE readout (AID 1621); West Nile virus-infected cells, CPE inhibition; higher % means a stronger effect; CPE inhibition, % at 10 µM, or IC50 in µM where a hit was titrated; hit rate 0.02% among 290,000; in the data active means a potency from the dose series; further: strong numbers were not always called active
b-catenin transl: modulators of beta-catenin nuclear translocation; AID 1665; HeLa beta-catenin nuclear translocation, immunofluorescence imaging; hit rate 0.3% among 190,000; nuclear translocation activity, % at 5 µM;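 active means nuclear translocation activity above 50% at 5 µM, with a well cell count of 50 or more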;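 further: per-cell ratio of nuclear to cytoplasmic median beta-catenin stain intensity; plate controls were DMSO negative control for no effect and GSK-3 inhibitor IX positive control for full effect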
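assay system = human HeLa cells, endogenous beta-catenin | times = compound treatment 24 h, 37°C, 5% CO2 | detection = Anti-beta-catenin immunofluorescence on PFA-fixed, Triton-permeabilized cells, DAPI nuclei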
WT yeast gro inh mutant strain: further read-out of WT yeast gro inh, marked with its call; inhibition, %; mitochondrial fusion phenotypic screen, mutant strain inhibition
b-catenin transl cell count 5 µM: second read-out of b-catenin transl, no call of its own (marks repeat the call); cell count; measured here: cell count, cytotoxicity flag
T cell HTS vesicle-bound %: further read-out of T cell HTS, marked with its call; double positive events, %; measured here: CD8+ vesicle-bound cell fraction;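 binding gate set so that unloaded-vesicle control wells show 10% double positive cells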
Myeloid diff MLP GFP+ MAC1+ %: further read-out of Myeloid diff MLP, marked with its call; GFP+ MAC1+ double positive, %; measured here: differentiation confirmed by MAC1 staining
* marks the source's active call; other numbers are inactive results; i = inactive; · = not tested or not shown; + = active, no number.

SMILES | Salmonella PhoP GFP | Rac1 GTP hydrolysis | WT yeast gro inh | WT yeast gro inh mutant strain | RSV antiviral HEp-2 | T cell HTS | T cell HTS vesicle-bound % | Myeloid diff MLP | Myeloid diff MLP GFP+ MAC1+ % | SV40 large T antigen | West Nile virus CPE | b-catenin transl | b-catenin transl cell count 5 µM
O=C(NCc1cccs1)C1CCN(C(=O)NCc2ccccc2)CC1 | 4% | 0% | -12 | -7 | 0.5% | i | 19 | i | 0.6 | 11% | 0.0% | 0.1 | 538
O=C(CN1CCN(Cc2cccc(Cl)c2)C1=O)NCc1ccccn1 | 10% | -1% | 5 | 12 | 3.4% | i | 42 | i | 1.8 | 1% | 0.1% | · | ·
CC(=O)c1c(C)[nH]c(C(=O)COC(=O)CCCOc2ccccc2)c1C | 7% | -4% | -5 | -13 | 12% | i | 29 | i | 1.3 | 1% | 3.2% | 0.6 | 1086
CCOC(=O)C(C)n1cnc2scc(-c3ccc(C)cc3)c2c1=O (stereo unspecified) | 1% | 7% | · | · | 2.1% | i | 61 | i | 0.4 | 10% | -1.2% | · | ·
COc1ccc(CCNC(=O)C2CCN(C(=O)N(C)C)CC2)cc1OC | 2% | 4% | -11 | 1 | -1.0% | i | 27 | i | 0.4 | -9% | 2.0% | -0.1 | 1132
COc1ccc(OCC(=O)N/N=C(\CCC(=O)O)c2cccs2)cc1 | 9% | 3% | -10 | -19 | -0.2% | i | 25 | i | 0.3 | 7% | 0.4% | -1.9 | 989
CC(/C=C1\N=C(SCc2ccccc2Cl)SC1=O)=C\c1ccccc1 | 13% | 3% | · | · | -0.1% | i | 18 | i | 0.6 | 6% | 0.1% | · | ·
CCCNC(=O)COc1ccc2c(=O)c(Oc3ccccc3F)coc2c1 | -1% | -3% | -3 | -16 | -0.2% | i | 46 | i | 0.8 | -7% | 0.2% | 3.8 | 480
CCSc1nnc(NC(=O)Cc2cc(OC)c(OC)c(OC)c2)s1 | 4% | 7% | 0 | 22 | 5.3% | i | 47 | i | 0.6 | 2% | -0.6% | -2.6 | 1078
COc1ccc(C=C2C(=O)c3ccccc3C2=O)cc1O | -7% | 47µM* | 10 | 13 | 2.8% | i | 49 | i | 0.4 | 36% | 0.2% | -1.0 | 1138
CCOC(=O)c1ccc(-c2ccc(/C=C(\C#N)C(=O)NCC3CCCO3)o2)cc1 (stereo unspecified) | -19% | 5% | -6 | -3 | 6.0% | i | 50 | i | 0.2 | 11% | 0.9% | -2.3 | 1402
CC(C)(C)NC(=O)CN(C(=O)CS(=O)CC(=O)Nc1ccc(F)cc1)c1ccccc1F (stereo unspecified) | 1% | 1% | -10 | -24 | 3.9% | i | 12 | i | 0.6 | 7% | -0.5% | -1.4 | 1078
COc1cccc(-n2nnc3c(=O)n(Cc4ccc(C)cc4)cnc32)c1 | 3% | 7% | 5 | 5 | 2.1% | i | 33 | i | 4.0 | 5% | -0.5% | 1.3 | 1371
CC(C)(C)NS(=O)(=O)c1ccc(CCC(=O)NCc2ccc3c(c2)OCO3)cc1 | -1% | 6% | -9 | -5 | 0.0% | i | 32 | i | 2.2 | 5% | -1.2% | -0.6 | 965
O=C(CN1CCN(S(=O)(=O)c2ccc(Cl)cc2)CC1)Nc1ccc2c(c1)OCCO2 | 10% | 14% | -3 | -7 | 1.9% | i | 51 | i | 0.3 | 5% | -0.1% | -1.2 | 953
Cc1ccc(S(=O)(=O)N(C)c2ccc(OCC(=O)Nc3cccc(-n4cnnn4)c3C)cc2)cc1 | -17% | 13% | · | · | 10% | i | 43 | i | 1.3 | 9% | -0.1% | 0.0 | 1311
O=C(O)CC1(CC(=O)Nc2ccc(Cl)cc2C(=O)c2ccccc2)CCCC1 | -4% | 10% | · | · | -2.2% | i | 51 | i | 0.1 | 2% | 0.0% | -0.3 | 1289
CCOC(=O)c1cc2sccc2n1CC(=O)N1CCc2ccccc21 | 5% | 3% | -10 | -16 | -0.4% | i | 53 | · | · | 0% | -0.7% | 2.3 | 1139
COC(=O)c1ccc(OC(=O)CCN2c3ccccc3Sc3ccccc32)cc1 | 12% | 15% | 61* | 31* | 12% | i | 48 | i | 0.6 | 7% | 1.2% | 4.6 | 1033
CN(C(=O)NC1CC(=O)N(c2ccc3c(c2)OCCO3)C1)c1ccccc1 (stereo unspecified) | -2% | 10% | · | · | 0.3% | i | 58 | i | 0.5 | 8% | · | · | ·
Cc1cc(N=Cc2c(O)n(-c3ccc(C)c(C)c3)c(=O)c3ccccc23)no1 | -36% | · | 2 | -2 | · | · | · | · | · | 5% | -0.8% | 1.3 | 912
CCCc1cnc(N2CCN(C(=S)NC)CC2)nc1 | -5% | 10% | · | · | · | i | 39 | i | 0.5 | 2% | -0.1% | -0.3 | 1180
O=C1N=C2SCCN2/C1=C\c1ccccc1Cl | -3% | 12% | -11 | 4 | -0.3% | i | 56 | i | 0.8 | -4% | 0.0% | 3.1 | 1342
Cc1onc(CO)c1C(=O)Nc1nccs1 | 1% | 4% | -39 | 9 | 2.2% | i | 52 | i | 0.2 | 11% | -0.2% | 0.4 | 1138
CCN1CCN(C(c2ccc(OC)cc2)C(O)C(=O)c2c[nH]c3ccccc23)CC1 (stereo unspecified) | 3% | 10% | -4 | 3 | 2.2% | i | 20 | i | 0.5 | 17% | -0.2% | · | ·
Further compounds
SMILES | Salmonella PhoP GFP | Rac1 GTP hydrolysis | WT yeast gro inh | WT yeast gro inh mutant strain | RSV antiviral HEp-2 | T cell HTS | T cell HTS vesicle-bound % | Myeloid diff MLP | Myeloid diff MLP GFP+ MAC1+ % | SV40 large T antigen | West Nile virus CPE | b-catenin transl | b-catenin transl cell count 5 µM
CCOc1ccc(NC(=O)CN(C)C(=O)c2ccc(OCc3ccccc3)c(OC)c2)cc1OCC | 4% | 4% | · | · | 0.5% | i | 22 | i | 1.4 | 6% | · | · | ·
c1csc(Cc2nn3c(-c4n[nH]c5c4CCC5)nnc3s2)c1 | 8% | 16% | -7 | 13 | 3.1% | i | 52 | i | 0.3 | 15% | -0.5% | -4.7 | 1133
COc1ccc(/C=N/S(=O)(=O)c2cccs2)cc1 | -4% | 5% | -4 | 7 | -0.8% | i | 28 | i | 1.3 | 9% | -0.1% | -3.4 | 1242
Cn1c(=O)[nH]c(=O)c2c1nc(Br)n2CCCSc1nc2ccccc2o1 | 7% | 6% | -2 | -14 | 5.4% | i | 21 | i | 0.7 | 10% | -1.0% | · | ·
CCCCn1c(N)c(N(CC(C)C)C(=O)COC(=O)C2(c3ccccc3)CC2)c(=O)[nH]c1=O | 6% | 13% | · | · | -2.6% | i | 24 | i | 1.6 | 17% | · | · | ·
C=CCn1c(C)cc(-c2csc(NCC)n2)c1C | 4% | -1% | 3 | 12 | -1.6% | i | 59 | + | 1.1* | 12% | -0.2% | -1.1 | 1090
COC(=O)c1ccc(C(=O)OC)c(NC(=S)N2CCN(c3ccccc3F)CC2)c1 | 5% | 5% | 19 | -3 | 1.1% | i | 46 | i | 1.1 | 18% | -0.6% | 0.2 | 547
CCCCC(=O)NCCc1cc2c(OC)ccc(OC)c2[nH]c1=O | -6% | 0% | 33 | 19 | 0.6% | i | 52 | i | 1.2 | 11% | · | 0.4 | 1385
CC(=O)N1CC(=O)N(c2ccccc2)C1=O | -2% | 6% | · | · | 2.0% | i | 61 | i | 0.4 | 9% | -0.4% | · | ·
O=[N+]([O-])c1cccc(S(=O)(=O)NC2CC3CCC2C3)c1 (stereo unspecified) | 9% | 12% | · | · | 1.2% | i | 53 | i | 0.8 | 7% | -1.4% | · | ·
CCOc1cc(C(=O)Nc2ccc(NC(C)=O)cc2)ccc1OCC(=O)N1CCCCC1 | 18% | 6% | 9 | -2 | 4.4% | i | 40 | i | 0.1 | -16% | 0.9% | -1.3 | 962
Cc1cccc(C)c1NC(=S)N(Cc1ccco1)C1CCN(C(C)C)CC1 | 1% | 6% | -4 | 14 | 1.0% | i | 14 | i | 0.3 | 26% | -0.6% | 0.2 | 1053
CCCCC[C@H](O)/C=C/[C@@H]1[C@@H](C/C=C\CCCC(=O)O)[C@H]2CO[C@@H]1C2 | 0% | 1% | -13 | 10 | 2.8% | i | 16 | i | 3.8 | 15% | 1.9% | · | ·
CC(C)(C)c1ccc(C(=O)NC(=S)NCc2cccnc2)cc1 | 32% | 2% | 53 | 32 | 7.6% | i | 39 | i | 0.7 | 0% | -1.6% | -0.9 | 531
CC(C(N)=O)N1C(=O)C2C3C=CC(C3)C2C1=O (stereo unspecified) | 10% | 4% | -6 | -16 | 0.7% | i | 38 | i | 2.4 | 22% | 1.1% | -0.5 | 1068
O=c1c2ccccc2nc2ccccn12 | 0% | 4% | 14 | 25 | 1.7% | i | 16 | i | 0.4 | 14% | 0.5% | -0.9 | 1104
Cc1coc2cc3oc(=O)c(CCC(=O)NCC(=O)O)c(C)c3cc12 | 2% | 2% | · | · | 1.7% | i | 30 | i | 0.4 | 8% | 0.5% | · | ·
COCCN1C=C2C(=O)C(C)(OC(=O)CCc3ccccc3)C(=O)C=C2C=C1c1ccc(C#N)cc1 (stereo unspecified) | -2% | 7% | · | · | -2.2% | i | 32 | i | 1.0 | 15% | 0.3% | -1.2 | 1134
COCCCNc1nc(N)c([N+](=O)[O-])c(NCC2CCCO2)n1 (stereo unspecified) | -2% | 6% | · | · | · | i | 43 | i | 0.9 | 17% | 1.0% | 1.7 | 1302
CC(C)c1ccc(NC(=O)c2csnn2)cc1 | 16% | 7% | 2 | 2 | 2.1% | i | 20 | i | 5.3 | 2% | 1.5% | -2.9 | 1132

Retrieved by structure from above, four records:
SMILES | Salmonella PhoP GFP | Rac1 GTP hydrolysis | WT yeast gro inh | WT yeast gro inh mutant strain | RSV antiviral HEp-2 | T cell HTS | T cell HTS vesicle-bound % | Myeloid diff MLP | Myeloid diff MLP GFP+ MAC1+ % | SV40 large T antigen | West Nile virus CPE | b-catenin transl | b-catenin transl cell count 5 µM
Cc1cccc(C)c1NC(=S)N(Cc1ccco1)C1CCN(C(C)C)CC1 | 1% | 6% | -4 | 14 | 1.0% | i | 14 | i | 0.3 | 26% | -0.6% | 0.2 | 1053
O=C(NCc1cccs1)C1CCN(C(=O)NCc2ccccc2)CC1 | 4% | 0% | -12 | -7 | 0.5% | i | 19 | i | 0.6 | 11% | 0.0% | 0.1 | 538
COc1ccc(OCC(=O)N/N=C(\CCC(=O)O)c2cccs2)cc1 | 9% | 3% | -10 | -19 | -0.2% | i | 25 | i | 0.3 | 7% | 0.4% | -1.9 | 989
CCCc1cnc(N2CCN(C(=S)NC)CC2)nc1 | -5% | 10% | · | · | · | i | 39 | i | 0.5 | 2% | -0.1% | -0.3 | 1180
